High-throughput results: PubChem, National Center for Advancing Translational Sciences (NCATS)
GLS inh: glutaminase GLS (human) inhibition; O94925; GLS enzymatic activity, qHTS titration; Potency, µM (top dose mostly 45.5 µM), for inactives: at the top dose activity change, negative = inhibition, usual class: inhibitors; 410,000 tested, 0.21% active; further: potency means the concentration at half of the fitted maximal effect; on the % scale 0 is the no-effect control and ±100 the full control effect
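Human kidney-isoform GLS in 45 mM KH2PO4 pH 8.2, 0.02% Tween-20, with compound, started with 1mM L-Glutamine (added stock). Glutamate oxidase/HRP/Amplex red coupled fluorescence read at start and after 30 min at RT.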
RGS4 inhibitor: blocks human RGS4-accelerated GTP hydrolysis. Transcreener GDP fluorescence polarization, RGS4-accelerated GTP hydrolysis. 390,000 tested, 0.039% active. P49798. Potency, µM (series often up to 114 µM), without a hit: at the top dose activity change, negative = inhibition, actives largely listed as inhibitors; further: potency means the concentration at half of the fitted maximal effect; on the % scale 0 is the no-effect control and ±100 the full control effect; nearly all actives have a fitted effect of over 75% in size; some results filed as inactive show a strong effect at the top dose
Target sequence (P49798 whole entry, looked up): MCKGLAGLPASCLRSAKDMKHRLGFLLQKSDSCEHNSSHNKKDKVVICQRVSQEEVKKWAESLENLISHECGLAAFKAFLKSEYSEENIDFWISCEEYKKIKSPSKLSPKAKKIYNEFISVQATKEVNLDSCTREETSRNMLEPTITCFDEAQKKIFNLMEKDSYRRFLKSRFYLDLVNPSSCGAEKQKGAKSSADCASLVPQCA
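MLSMR compounds (23 nl, pin-transferred) preincubated 10 min at room temperature with a 500nM (2x) first reagent, then RGS4 at 900nM (2x) plus Transcreener GDP mix added; fluorescence polarization (620/688 nm) read before and after 90 min at 30 °C.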
ERG-DNA inh: inhibitors of human ERG Ets domain-DNA interaction | P11308 | fluorescence polarization, His-ERG Ets domain / labelled DNA | Potency, µM (series often up to 76.9 µM), for inactives: at the top dose FP activity, negative = inhibition, most hits filed as inhibitors | 370,000 tested, 0.028% active | AID 624246; active means well fitted inhibition curve with a large enough effect in the polarisation, with a control signal flat; inconclusive means small, poorly fitted or top-dose-only effect, or effect the other way, or a change in a side signal; inactive means no such curve, though single readings can be large or run the other way; the % refers to the polarisation;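 further: polarization taken with two DNA probes labelled with fluorescein and Texas red; potency means the concentration at half of the fitted maximal effect; % of control where 0% means no effect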
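His-tagged ERG Ets domain (1 uM in the protein solution; 300mM KCl, 50mM Tris-HCl, 1mM EDTA, 1mM DTT, pH 7.5) received compound, then a probe mix of 5 nM fluorescein-DNA and 100nM Texas-615-DNA. Fluorescence polarization was read for both dyes.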
PI4K2A block: inhibitors of human PI4K2A. purified PI4K2A, ADP-Glo luminescence, 1 h; active compounds read low. activity change, negative = inhibition, % at 76.9 µM. 420,000 tested, 0.13% active; in the data active means activity change below about -50%; inconclusive means mostly about -30% to -49%;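 further: -100% = wells without enzyme as full effect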
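In this quantitative HTS, ADP production by PI4K2A was quantified luminescently after 1 h at ambient temperature; 100 microM adenosine served as plate-quality control.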
ALOX12 inh: inhibitors of human 12S-lipoxygenase ALOX12; purified 12hLO, xylenol orange hydroperoxide absorbance; Potency, µM (highest dose often 108 µM), inactives show at the highest dose activity change, negative = inhibition, usual class: inhibitors; 580,000 tested, 1.1% active; AID 1671190; further: potency means the concentration at half of the fitted maximal effect; on the % scale 0 is the no-effect control and ±100 the full control effect
Target sequence (P18054 whole entry, looked up): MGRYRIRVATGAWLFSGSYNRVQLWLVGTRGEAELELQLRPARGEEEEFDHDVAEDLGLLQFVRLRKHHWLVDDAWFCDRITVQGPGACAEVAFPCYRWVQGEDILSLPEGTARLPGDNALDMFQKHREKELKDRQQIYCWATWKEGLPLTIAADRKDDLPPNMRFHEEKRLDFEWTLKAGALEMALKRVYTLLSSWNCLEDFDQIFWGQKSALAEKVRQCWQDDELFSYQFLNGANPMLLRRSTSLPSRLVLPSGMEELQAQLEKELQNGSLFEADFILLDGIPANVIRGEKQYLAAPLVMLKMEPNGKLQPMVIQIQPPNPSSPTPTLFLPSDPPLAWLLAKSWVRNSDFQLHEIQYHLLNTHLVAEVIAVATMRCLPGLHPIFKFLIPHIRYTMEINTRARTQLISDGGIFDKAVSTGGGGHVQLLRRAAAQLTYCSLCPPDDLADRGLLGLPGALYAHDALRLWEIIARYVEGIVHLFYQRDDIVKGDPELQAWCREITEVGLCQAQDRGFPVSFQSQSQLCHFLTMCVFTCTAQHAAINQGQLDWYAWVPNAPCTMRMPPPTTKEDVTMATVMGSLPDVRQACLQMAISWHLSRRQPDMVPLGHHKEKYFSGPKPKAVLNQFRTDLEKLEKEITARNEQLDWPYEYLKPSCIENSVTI
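Hydroperoxide product was detected by ferrous iron/xylenol orange as the 573 to 405 nm absorbance ratio. Arachidonic acid at 40 uM (final) was turned over for 30 min at room temperature by 150 nM human 12hLO, pH 7.0 Hepes buffer, after 15 min compound preincubation.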
G9a block: G9a (human) methyltransferase inhibition; Q96KQ7; G9a H3K9 monomethylation, AlphaScreen, 2 h; Potency, µM (top dose mostly 102 µM), without a hit: top-dose activity, negative = inhibition, actives largely listed as inhibitors; 350,000 tested, 8.8% active; further: potency means the concentration at half of the fitted maximal effect; on the % scale 0 is the no-effect control and ±100 the full control effect; nearly all actives have a fitted effect of over 75% in size
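Quantitative HTS format: methyltransferase activity on a biotin-tagged H3K9 peptide is measured by AlphaScreen, using a rabbit anti-monomethyl-H3K9 antibody with streptavidin donor and anti-IgG acceptor beads. Final levels are 20 nM enzyme, 500 nM peptide, 20 uM SAM; 2 h RT.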
HP1b chromo inh: HP1-beta chromodomain-methylated histone interaction inhibition; P83916; AlphaScreen HP1-beta / biotin-H3K9me3 peptide binding; Potency, µM (series often up to 114 µM), without a hit: top-dose activity change, negative = inhibition, actives largely listed as inhibitors; 390,000 tested, 0.56% active; AID 540317; further: potency means the concentration at half of the fitted maximal effect; nearly all actives have a fitted effect of over 70% in size; inactives centre near 23
Target sequence (P83916 whole entry, looked up): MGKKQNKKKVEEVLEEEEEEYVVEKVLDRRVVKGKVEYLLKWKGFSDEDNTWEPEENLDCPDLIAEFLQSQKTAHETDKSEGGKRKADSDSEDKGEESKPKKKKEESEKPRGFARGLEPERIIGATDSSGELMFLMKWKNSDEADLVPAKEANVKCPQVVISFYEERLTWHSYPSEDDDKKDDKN
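HP1-beta protein (50 nM final) preincubated 30 min at room temperature with biotinylated H3(1-18)K9me3 peptide (50 nM) in PBS pH 7.4, 0.01% Tween-20, then compound added for 30 min. AlphaScreen streptavidin donor/nickel chelate acceptor beads (10 ug/mL final), 30 min dark, luminescence read.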
JMJD2A Tudor: inhibitors of human JMJD2A Tudor domain | AlphaScreen JMJD2A-Tudor / H3K4me3 peptide binding | Potency, µM (series often up to 114 µM), inactives show at the highest dose activity change, negative = inhibition, actives largely listed as inhibitors | 390,000 tested, 4.4% active | AID 504339; further: potency means the concentration at half of the fitted maximal effect; on the % scale 0 is the no-effect control and ±100 the full control effect; nearly all actives have a fitted effect of over 50% in size
BAZ2B inh: blocks human BAZ2B | Q9UIF8 | AlphaScreen BAZ2B-H3K14Ac peptide displacement | Potency, µM (top dose mostly 114 µM), for the others: top-dose activity change, negative = inhibition, usual class: inhibitors | 360,000 tested, 4.4% active | AID 504333; further: potency means the concentration at half of the fitted maximal effect; on the % scale 0 is the no-effect control and ±100 the full control effect; nearly all actives have a fitted effect of over 60% in size
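Complex of BAZ2B and biotin-H3K14Ac (50 nM apiece) forms over 30 min at RT, then faces library compounds up to 110 uM for another 30 min; AlphaScreen beads added, 20 min dark incubation, luminescence read.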
Numbers without * were called inactive; ? = inconclusive; . = no result given; & = joins results of further samples; [ ] = dose if it differs, or a comment. Unless noted, the call rests on the fitted dose curve; in most records, active means well fitted curve in the direction sought with a large enough effect; inconclusive means small, poorly fitted or top-dose-only effect, or another doubt; inactive means no such curve, though single readings can be large; an effect the other way counts as inactive or inconclusive.

Preview (2 entries):
GLS inh,ERG-DNA inh,G9a block,HP1b chromo inh,RGS4 inhibitor,PI4K2A block,SMILES,ALOX12 inh,BAZ2B inh,JMJD2A Tudor
-5%,9%,?,11%,-35%,-5,CC(=O)Nc1ccc(N=Cc2c(O)c(C(=O)Nc3ccccc3)cc3ccccc23)cc1,-24%,-12%,?
11%,9%,7%[59 µM],21%,-12%,-5,Cc1ccc(C(C)C)c(OCC(O)CN2CC(C)OC(C)C2)c1 (configuration not stated),-6%,7%,-8%

All compounds of this part, previewed entries included:
GLS inh,ERG-DNA inh,G9a block,HP1b chromo inh,RGS4 inhibitor,PI4K2A block,SMILES,ALOX12 inh,BAZ2B inh,JMJD2A Tudor
-5%,9%,?,11%,-35%,-5,CC(=O)Nc1ccc(N=Cc2c(O)c(C(=O)Nc3ccccc3)cc3ccccc23)cc1,-24%,-12%,?
11%,9%,7%[59 µM],21%,-12%,-5,Cc1ccc(C(C)C)c(OCC(O)CN2CC(C)OC(C)C2)c1 (configuration not stated),-6%,7%,-8%
8%,-8%,1%,46%[activator],-1%,1,Nc1nc2nccc(-c3ccccn3)n2n1,-9%,-17%,-11%
-1%,-3%,-24%[12.7 µM],34%,2%,6,COc1ccc(C(C)(C)C)cc1NC(=O)CCN1C(=O)C2CCCCC2C1=O (configuration not stated),13%,14%,-2%
-6%,-9%,-8%[12.7 µM],14%,-10%,-4,O=C(c1cccs1)N1CCN(c2ccc(F)cc2)CC1,-24%,-4%,5%
-3%,0%,1%[12.7 µM],26%,-2%,2,Cc1cccc(C(=O)NCCC(=O)N2CCc3ccccc3C2)c1,7%,7%,-13%
1%,-6%,79µM*,11%,-23%,3,Cc1ccc(NS(=O)(=O)c2cc(C(=O)Nc3cccnc3)ccc2C)cc1,?,-30%,?
-1%,9%,?,17%,-4%,2,CN(CC(=O)N(C)CC(=O)Nc1c(Cl)cccc1Cl)Cc1ccc(Br)s1,-8%,8%,-24%
-5%&-1%,-15%&2%,-43%,32%&28%,-16%&20%,3&1,COc1ccc(N2C(=O)NC(NS(=O)(=O)c3ccc(NC(C)=O)cc3)(C(F)(F)F)C2=O)cc1 (configuration not stated),2%&-12%,-15%&-13%,-6%&-7%
11%,-3%,-2%,13%,-28%,-3,S=C(Nc1ccc(Br)cc1)Nc1ccc2c(c1)OCCO2,?,?,-19%
4%,2%,6%[0.501 µM],29%,-7%,-4,CC(CN1CCOCC1)OC(=O)c1ccc(C(C)(C)C)cc1 (configuration not stated),40%,28%,-8%
1%,6%,-10%[59 µM],21%,4%,3,O=C(NCCCn1ccnc1)c1cc(C(=O)C2CC2)c[nH]1,-4%,-1%,-9%
-1%,-8%,?,33%,12%,0,O=C(Nc1nc(-c2ccccn2)cs1)c1ccc(Cl)s1,1%,22µM*,79µM*
48%[activator],-5%,-52%,15%,-31%,0,O=C(Nc1nccs1)C1CC(=O)N(Cc2ccco2)C1 (configuration not stated),-17%,-2%,-7%
0%,-5%,.,51%[activator],0%,2,O=C(c1ccc(Cl)cc1)N1N=C(c2ccccn2)CC1(O)C(F)(F)F (configuration not stated),3%,14%,-5%
6%,-2%,27%[59 µM],128%[activator],-2%,-3,Cc1cc(-c2ccccc2)nc(Cl)c1C#N,15%,109%[activator],22%
-6%,-2%,-37%,3%,-4%,-2,CCOc1ccc(OCC)c(-c2c(=O)n(OCc3ccccc3Br)c3ccccc3[n+]2[O-])c1,?,-34%,-20%
9%,4%,-29%[12.7 µM],16%,20%,-7,O=C(CSc1nc2ccccc2[nH]1)Nc1cc(C(F)(F)F)ccc1N1CCOCC1,7%,9%,-9%
1%,-13%,10µM*,-37%,2%,2,CCOc1ccc(NC(=O)CN(C)S(=O)(=O)c2ccc3[nH]c4c(c3c2)CCCC4)cc1,-26%,?,?
-8%,.,.,6%,-38%,7,Cc1cc(NC(=O)NC(=O)c2ccccc2NC(=O)CN)ccc1Oc1ncc(Br)cn1,-2%,.,-25%
5%,2%,8%,14%,5%,5,O=CNCCCc1nc2ccccc2n1Cc1cccc2ccccc12,0%,4%,-34%
-1%,6%,7%,33%,40%,4,CSc1nc(-c2ccc(C)cc2)nc(N)c1C#N,78%[activator],3%,-7%
0%,1%,-2%[59 µM],22%,10%,-2,COC(=O)c1ccc(NC(=O)Cn2c(=O)oc3ccccc32)cc1,-30%,-4%,-11%
23%,7%,.,-18%,-6%,0,COC(=O)C1=C(C(=O)OC)[C@@H]2N(C)c3ccc(OC)cc3[C@@]23C[C@@H](C(=O)OC)N(C(=O)COCc2ccccc2)C3=N1,?,.,?
-14%,3%,38%,73%[activator],7%,-2,CCc1sc(C(=O)Nc2ccccc2N2CCOCC2)cc1C,9%,12%,10%
29%,16%,0%[59 µM],46%[activator],26%,18,CC(=O)NC1C(=O)Nc2c(C)cc(C)cc21 (configuration not stated),1%,-4%,-7%
-6%,-5%,-2%,33%,-10%,-7,O=C(Nc1ccon1)Nc1ccccc1C(F)(F)F,-4%,-1%,-4%
3%,0%,?,-20%,-10%,0,CCC(C)NCCCCOc1ccc(Cl)cc1C (configuration not stated),-35%,-13%,14µM*
-18%,8%,?,33%,29%[11.4 µM],0,Cc1ccc(/C=C/C(=O)Nc2sc3c(c2C#N)CCCC3)o1,-26%,-12%,-14%
0%,2%,8%[59 µM],44%,16%,4,CC1CCN(C(=O)CCCOc2ccc(Cl)cc2)CC1,-3%,27%,15%
6%,-8%,-17%,27%,-3%,0,NS(=O)(=O)c1ccc(NC(=O)CSc2nc3ccccc3n2-c2ccccc2)cc1,?,2%,-14%
1%,-11%,4%,15%,-1%,1,CC(=O)Nc1ccc(C(=O)OCCc2ccccc2)cc1,-8%,4%,-15%
4%,4%,-8%[59 µM],7%,-2%,0,Cc1cc(C)n2c(Nc3c(C)cccc3C)c(-c3ccsc3)nc2n1,1%,-29%,-11%
2%,-2%,?,33%,18%,-8,Clc1ccc(-n2c(SCc3nc4ccccc4[nH]3)nnc2-c2ccncc2)cc1,10%,-29%,-18%
-9%,-7%,16%[59 µM],54%[activator],2%,6,CCc1ccc(CNc2ncnc3onc(-c4ccc(Cl)cc4)c23)cc1,-2%,8%,15%
0%,10%,21%,34%,4%,-9,COc1ccc(NC(=O)N2CCCC2C(=O)NCCc2ccccc2)cc1 (configuration not stated),0%,8%,3%
-4%,-1%,9%[59 µM],19%,12%,-11,COc1ccccc1CNS(=O)(=O)c1cc(C(=O)Nc2cccc(C(F)(F)F)c2)ccc1F,-7%,4%,-15%
-8%,-5%,4%[59 µM],14%[57 µM],20%,4,COc1ccc(CNC(=O)c2ccc3nc(C(C)C)oc3c2)cc1OC,?,-3%,-15%
0%,-22%,11%,59%[activator],-24%,8,Cn1c(=O)n(C)c2cc(S(=O)(=O)N3CCN(c4ccccc4)CC3)ccc21,-8%,-1%,9%
1%,0%,-4%,12%,19%,2,NC(=S)c1c(Cl)cc(C(F)(F)F)cc1Cl,-3%,1%,1%
-3%,2%,-6%,11%,-49%[56.9 µM],3,CC1CCCC(NC(=O)CCS(=O)(=O)c2cc3c(cc2Cl)NC(=O)CO3)C1C (configuration not stated),6%,-21%,?
12%,-1%,12%[0.501 µM],49%[activator],-4%,-16,CCOC(=O)c1c(C)nc2sc3c(c2c1-c1ccc(OC)cc1)NC(c1ccc(OC)cc1)NC3=O (configuration not stated),31%[activator],2%,9%
-2%,5%,?,7%,5%,3,CCCCn1c(N)c(N(CC)C(=O)c2ccc(Cl)c([N+](=O)[O-])c2)c(=O)[nH]c1=O,?,-29%,-6%
10%,2%,.,27%,4%,3,CCOc1c(C)cc(S(=O)(=O)NCc2ccccn2)c(C)c1C,?,13%,?
17%,.,8%[12.7 µM],19%,-18%,0,COC(=O)c1cc2ccsc2n1CC(=O)N1CCCc2ccccc21,4%[57.4 µM],-36%,-34%
1%,-4%,-4%,40%[activator],0%,-2,CCOC(=O)C1CCCN(CCC(=O)Nc2cc(C)ccc2C)C1 (configuration not stated),-5%,-12%,-1%
10%,-3%,-12%[59 µM],3%,15%,-2,Cc1[nH]c2ccccc2c1SCC(=O)N1CCCc2ccccc21,9%,-11%,?
15%,-6%,.,19%,-4%,2,COc1ccc(NC(=O)N(Cc2cccnc2)Cc2ccccc2Cl)c(OC)c1,.,.,-36%
0%,-1%,10µM*,23%,13%,-8,Cc1ccc(C2NC(=O)NC3=C2CCc2ccccc23)cc1 (configuration not stated),?,-16%,-16%
-3%,-9%,8%,11%,-13%,2,CC(=O)Nc1ccc(NC(=O)CSc2nnc(-c3ccc(NS(C)(=O)=O)cc3)n2C)cc1C,-19%,-17%,-10%
-11%,-3%,19%[59 µM],44%[activator],-23%,5,COc1c(C)cccc1C(=O)NC(=S)Nc1ccc2c(c1)Cc1ccccc1-2,-5%,7%,1%
1%,1%,11%[59 µM],26%,4%,-1,COCC(C)Nc1ncnc2c1cnn2-c1cccc(Cl)c1 (configuration not stated),?,3%,-6%
3%&-11%,3%&0%,17%&-7%[59 µM],10%&-1%,-19%[56.9 µM],5&-1,COc1ccc(CNC(=O)CN2C(=O)COc3ccc(S(=O)(=O)N4CCC(C)CC4)cc32)cc1,-6%&-15%,-11%&-11%,-23%

The list is partial, so the mix of outcomes need not match the whole.
